Source: PubChem (National Center for Advancing Translational Sciences (NCATS))
PLK1 PBD block – inhibitors of human PLK1 polo-box domain binding. Plk1 PBD binding of FITC phosphopeptide, fluorescence polarization. Potency, µM, inactives show max response, negative = inhibition, usual class: inhibitors. 360,000 tested, 2.8% active; also: potency is read from the fitted curve at half-maximal effect; series mostly up to about 57 µM; % is scaled to controls: 0 for no effect and ±100 for the full control effect; nearly all actives have a fitted effect of over 65% in size
Mm-Cpn inhibitor – inhibitors of Methanococcus maripaludis chaperonin (MmCpn); Potency, µM (highest dose often 76.9 µM), inactives show at the top dose activity, negative = inhibition, usual class: inhibitors; 330,000 tested, 0.031% active; AID 504842; purified Mm-Cpn ATPase, ADP Transcreener TR-FRET; also: potency is read from the fitted curve at half-maximal effect; % is scaled to controls: 0 for no effect and ±100 for the full control effect; nearly all actives have a fitted effect of over 80% in size
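Inhibition of chaperonin ATP hydrolysis is measured as reduced ADP production, detected by competitive TR-FRET in which signal falls with ADP. Final enzyme 25 nM and ATP 10 uM, reacted 30 min at 37°C.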
EPAC2 antag – EPAC2 (human) antagonism; 360,000 tested, 0.18% active; Potency, µM (highest dose often 114 µM), for the others: at the top dose activity, negative = inhibition, actives largely listed as inhibitors; Q8WZA2; AID 720708; EPAC2 GEF exchange of Rap1B-BODIPY-GDP, fluorescence; also: potency is read from the fitted curve at half-maximal effect; % is scaled to controls: 0 for no effect and ±100 for the full control effect; nearly all actives have a fitted effect of over 45% in size; many of its hits are not listed in these tables
EPAC1 antagonist – blocks human EPAC1 exchange factor | O95398 | EPAC1 GEF assay, Rap1b-BODIPY-GDP exchange fluorescence | Potency, µM (doses to about 115 µM), inactives show at the highest dose activity change, negative = inhibition, hits mostly inhibitors | 360,000 tested, 0.14% active;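 also: potency is read from the fitted curve at half-maximal effect; plate controls were vehicle for no effect and positive control for full effect; nearly all actives have a fitted effect of over 50% in size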
CCT modulator – cytosolic chaperonin activity modulation; purified chaperonin ATPase assay, HTRF ADP detection, 30 min; activity change, % (concentration not given with the values), hits read low; 360,000 tested, 0.3% active; AID 651819; in the data active = activity change below about -30%; also: % is scaled to controls: 0 for no effect and ±100 for the full control effect
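TRiC (40 or 20 nM final, by batch activity) in 30 mM Tris pH 7.4, 100 mM KCl, 5 mM MgCl2, 1 mM DTT was treated with compound at 76 uM single dose, then 10 uM ATP, 30 min at 37 °C. ADP was read by HTRF Transcreener.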
PI5P4Ka inh – inhibitors of human PI5P4K alpha; PI5P4Kalpha enzyme, ADP-Glo luminescence, 60 min; stronger effect = lower value; max response, %; 330,000 tested, 1.2% active; AID 652105; active = max response of -50% or lower; inconclusive = between -30% and -50%; inactive = -30% or higher; also: value at the top dose of about 77 µM; % is scaled to controls: 0 for no effect and ±100 for the full control effect
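PI5P4Kalpha ADP-Glo assay; 5 microM ATP final; 60 min RT reaction; HEPES pH 7.4/EGTA/CHAPS, 5% DMSO; controls lacking substrate or enzyme; luminescent end-point.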
EPAC1 agonist – EPAC1 (human) agonism; EPAC1 agonist qHTS, biochemical assay; response scale: 100% = response to 6.5 mM cAMP; 360,000 tested, 0.073% active; O95398; Potency, µM (doses to about 154 µM), without a hit: at the top dose activation, most hits filed as activators; also: potency is read from the fitted curve at half-maximal effect; nearly all actives have a fitted effect of over 60% in size
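Read-out is the fluorescence drop as BODIPY-GDP leaves Rap1B (480 nm excitation, 540 nm emission), recorded every 5 minutes over 30 minutes. Reactions held 100 nM EPAC1, 250 nM Rap1B–BODIPY-GDP and 50 uM GDP, with 6.5 mM cAMP setting full activation.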
WRN inhibitor – inhibitors of human WRN helicase; Q14191; WRN helicase unwinding, fluorescent forked duplex, kinetic; Potency, µM (series often up to 114 µM), without a hit: at the top dose activity change, negative = inhibition, usual class: inhibitors; 360,000 tested, 0.46% active; AID 651768; also: potency is read from the fitted curve at half-maximal effect; % is scaled to controls: 0 for no effect and ±100 for the full control effect; nearly all actives have a fitted effect of over 55% in size
Target sequence (Q14191 whole entry, looked up): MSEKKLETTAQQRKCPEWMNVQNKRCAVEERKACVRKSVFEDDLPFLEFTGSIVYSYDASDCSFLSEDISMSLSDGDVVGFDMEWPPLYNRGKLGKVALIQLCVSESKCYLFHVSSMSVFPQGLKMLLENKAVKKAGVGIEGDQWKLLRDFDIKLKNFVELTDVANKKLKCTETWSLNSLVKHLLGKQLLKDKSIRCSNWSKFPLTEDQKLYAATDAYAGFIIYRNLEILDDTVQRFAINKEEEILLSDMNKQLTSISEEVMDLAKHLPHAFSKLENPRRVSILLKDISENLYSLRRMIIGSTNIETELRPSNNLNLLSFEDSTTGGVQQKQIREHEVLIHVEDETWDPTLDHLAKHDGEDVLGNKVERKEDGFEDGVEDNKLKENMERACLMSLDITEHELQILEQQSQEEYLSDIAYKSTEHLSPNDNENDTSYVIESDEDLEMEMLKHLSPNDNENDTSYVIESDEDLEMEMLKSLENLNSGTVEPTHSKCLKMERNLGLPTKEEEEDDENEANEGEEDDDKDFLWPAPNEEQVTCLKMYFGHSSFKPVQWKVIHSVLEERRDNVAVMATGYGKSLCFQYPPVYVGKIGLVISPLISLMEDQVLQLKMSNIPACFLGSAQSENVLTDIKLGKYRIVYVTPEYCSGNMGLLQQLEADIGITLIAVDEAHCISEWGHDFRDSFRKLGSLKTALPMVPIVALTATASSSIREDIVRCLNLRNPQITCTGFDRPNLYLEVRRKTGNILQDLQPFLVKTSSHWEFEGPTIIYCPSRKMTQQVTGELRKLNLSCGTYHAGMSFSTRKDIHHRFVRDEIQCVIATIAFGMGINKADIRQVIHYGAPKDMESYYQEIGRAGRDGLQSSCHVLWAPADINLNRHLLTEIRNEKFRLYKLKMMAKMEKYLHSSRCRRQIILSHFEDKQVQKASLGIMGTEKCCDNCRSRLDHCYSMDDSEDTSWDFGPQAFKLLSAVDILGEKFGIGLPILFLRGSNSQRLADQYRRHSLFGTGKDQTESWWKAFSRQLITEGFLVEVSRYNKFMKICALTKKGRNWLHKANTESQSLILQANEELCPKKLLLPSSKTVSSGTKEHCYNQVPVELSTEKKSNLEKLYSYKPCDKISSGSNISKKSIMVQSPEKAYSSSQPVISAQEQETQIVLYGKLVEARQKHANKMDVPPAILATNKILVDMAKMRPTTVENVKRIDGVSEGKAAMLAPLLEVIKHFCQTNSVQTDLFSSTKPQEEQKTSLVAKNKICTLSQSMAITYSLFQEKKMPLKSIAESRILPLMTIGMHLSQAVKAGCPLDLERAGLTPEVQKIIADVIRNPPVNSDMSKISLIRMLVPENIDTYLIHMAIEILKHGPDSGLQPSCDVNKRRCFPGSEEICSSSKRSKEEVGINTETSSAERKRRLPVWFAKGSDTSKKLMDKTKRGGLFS
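Enzyme (20 nM final) and test compound sit together 15 min at room temperature before substrate addition. Substrate is a single-forked duplex oligonucleotide (100 nM) labelled with fluorophore and quencher, with 2 mM ATP; helicase unwinding raises red fluorescence, read kinetically.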
Starred values were filed as active, the others as inactive; ? = inconclusive; · = no result given; [ ] = dose if it differs, or a comment. Unless noted, calls follow the shape of the dose curve; as a rule, active = well fitted curve in the direction sought with a large enough effect; inconclusive = small, poorly fitted or top-dose-only effect, or another doubt; inactive = no such curve, though single readings can be large; an effect the other way counts as inactive or inconclusive. Only part of the results is shown; rates above refer to the full screens.

EPAC2 antag	PLK1 PBD block	EPAC1 antagonist	WRN inhibitor	EPAC1 agonist	CCT modulator	Mm-Cpn inhibitor	PI5P4Ka inh	canonical_smiles
3%	-12%	-18%	7%	12%	0.0	1%	-1	CC1(C)CC(=O)/C(=C(\O)c2ccccc2)C(=NCCO)C1
5%	5%	-4%	2%	2%	-1.4	3%	7	CCn1cc(C(=O)NCCCOC(C)C)c(=O)c2cc(S(=O)(=O)N3CCC(C)CC3)ccc21
-1%	-7%	7%	3%	7%	-4.4	?	1	O=S(=O)(c1ccc2nc(-c3ccccc3)[nH]c2c1)N1CCN(c2ccc(Cl)cc2)CC1
4%	13µM*	0%	-27%	-4%	-2.3	-2%	·	CCCS(=O)(=O)c1nnnn1-c1cccc(OC)c1
279%[activator]	35%[activator]	113%[activator]	?	?	0.6	-4%	-12	Cc1ccc(N2C(=O)c3cccc4c(N)ccc(c34)C2=O)c2cccnc12
0%	0%	8%	-3%	7%	-0.5	0%	·	COc1ccc(-c2nc3c([nH]2)c(=O)n(C)c(=O)n3C)c(OC)c1
-3%	-2%	13%	-13%	-7%	0.4	-4%	?	Cc1ccc2nc(-c3ccccc3)cn2c1
-1%	-2%	7%	-3%	9%	1.7	-2%	9	CCc1ccc(-c2ccc(SCC(=O)NCC3CCCO3)nn2)cc1 (stereo not drawn)
10%	-1%	-21%	4%	-3%	-1.7	1%	8	O=C(CN1CCOCC1)Nc1scc(-c2ccccc2)c1C(=O)N1CCOCC1
20%	-1%	13%	4%[57.1 µM]	2%	0.8	0%	-6	CC(Cc1ccccc1)N/C=C1\CC(=O)NC1=O (stereo not drawn)
-5%	1%	-2%	-4%	4%	-1.3	·	0	CC1(C(=O)Nc2ccc3[nH]ncc3c2)CCN1C(=O)CC(c1ccccc1)c1ccccc1 (stereo not drawn)
5%	-9%	3%	-31%	-3%	-0.3	0%	1	CSc1nnc(NC(=O)c2cc(=O)c3cc(C)cc(C)c3o2)s1
9%	-6%	-12%	-3%	-8%	-0.6	-1%	13	NC(=O)NC1CCCc2c1[nH]c1ccc(Cl)cc21 (stereo not drawn)
-1%	-4%	6%	7%	4%	1.1	·	-3	CCCCN1CCC(=O)NC1=O
-7%	-15%	-11%	2%	8%	-0.6	1%	-7	CC(=O)N1CCC(N(CCN2CCOCC2)C(=S)Nc2ccc(C)c(C)c2)CC1
-12%	-14%	-11%	-7%	4%	-3.4	0%	-9	Cc1ccc(OCc2cc(C(=O)NCc3cn4ccccc4n3)no2)cc1C
4%	-5%	-4%	-4%	1%	-0.7	1%	28	COc1cc(CNC(C)(C)CO)cc(Br)c1OCc1ccccc1
31%[activator]	11%	5%	-6%	-13%	-6.1	0%	-3	Cc1cc([N+](=O)[O-])ccc1-c1ccc(/C=N/NC(=O)Cc2ccccc2)o1
?	-9%	10%	6%	16%	1.1	-2%	2	COc1ccc2cc(-c3ccccc3F)ncc2c1
-14%	-1%	5%	-9%	8%	-4.7	0%	·	Cc1ccc(-c2nn3c(=O)c(C)nnc3s2)cc1
-3%	-6%	-20%	2%	1%	-2.4	-1%	17	Cc1cc(C)n(C(=O)CCC2COc3ccccc3O2)n1 (stereo not drawn)
-1%	-9%	-8%	1%	3%	0.4	2%	-2	O=c1oc2cc(Oc3ccc(C(F)(F)F)cc3[N+](=O)[O-])ccc2c2c1CCCC2
4%	-9%	8%	6%	-2%	-0.5	-1%	-2	Cc1cc(C)n2c(SCC(=O)N(C)C3CCCCC3)nnc2n1
7%	0%	0%	6%	2%	0.1	0%	6	COCCNC(=O)c1csc(Nc2cccc3ccccc23)n1
10%	-21%	5%	-3%	14%	0.9	1%	-2	CC1=NN(C(N)=S)C(=O)C1N=Nc1cccc([N+](=O)[O-])c1 (stereo not drawn)
-9%	-2%	2%	-12%	10%	-1.0	0%	2	Cc1c(Cl)c([N+](=O)[O-])nn1Cc1ccc(C(=O)N/N=C\c2cccc(Br)c2)o1
1%	-6%	-16%	-3%	-10%	2.0	·	0	CC(=O)NC1CCCN(O)C(=O)/C=C(\C)CCOC(=O)C(NC(C)=O)CCCN(O)C(=O)/C=C(\C)CCOC(=O)C(NC(C)=O)CCCN(O)C(=O)/C=C(\C)CCOC1=O (stereo not drawn)
-6%	-16%	?	3%	-1%	-1.7	1%	-4	COc1ccc(CCNC(=O)COc2ccc(S(=O)(=O)NCC(C)C)cc2Cl)cc1OC
2%	-13%	-3%	-3%	0%	-5.7	·	2	Cc1ccccc1-c1cnc(C(O)c2ccc(F)c(F)c2)[nH]1 (stereo not drawn)
1%	-14%	-8%	1%	0%	-2.7	-3%	0	Cc1nn(CC(=O)NCC(C)c2ccccc2)c(=O)c2cc(-c3ccccc3)nn12 (stereo not drawn)
7%	1%	2%	12%	-14%	-0.6	·	4	C=CCNc1ncnc2c1ncn2[C@H]1CN(Cc2ccccc2)C[C@@H](CO)O1
-13%	-8%	-18%	1%	-2%	-2.7	0%	12	Cc1cc(SCC(=O)OCC(=O)c2c(N)n(C)c(=O)n(C)c2=O)c(C)cc1Br
-2%	-6%	8%	7%	1%	-1.3	-1%	-3	CCCS(=O)(=O)N1CCC(C(=O)NCc2ccccc2Cl)CC1
-2%	-7%	7%	-1%	1%	-1.6	2%	-1	CCCCCCC/C(C)=N/NC(=O)CC(=O)NCCc1ccccc1
11%	-1%	12%	7%	5%	1.7	2%	·	C=CCc1c(C)nc(SCC(=C)C)[nH]c1=O
-13%	-3%	11%	-9%	-4%	0.1	·	1	COc1c(N2C[C@@H]3CCCN[C@@H]3C2)c(F)cc2c(=O)c(C(=O)O)cn(C3CC3)c12
-7%	?	-39%	15%	-7%	-3.0	2%	-17	CCc1cc2c(SCC(=O)N(C)C3CCS(=O)(=O)C3)ncnc2s1 (stereo not drawn)
1%	-1%	0%	7%	0%	-1.6	0%	3	CC1(CCc2ccc(O)cc2)NC(=O)NC1=O (stereo not drawn)
-15%	-5%	15%	-1%	-2%	2.1	-8%	?	O=C(NCC1CCCO1)c1onc(CSc2ccc(Cl)cc2)c1C(=O)O (stereo not drawn)
6%	7%	-1%	0%	-2%	1.2	-4%	2	O=C(Nc1ccc(F)cc1)N1CCCN(c2ccc(C(F)(F)F)cn2)CC1
5%	-5%	-24%	-29%	-3%	-2.4	-6%	-7	CCC1(c2ccc(F)cc2)NC(=O)NC1=O (stereo not drawn)
3%	-5%	-29%	-5%	9%	0.0	0%	12	Cc1nn(Cc2noc(C(=O)NC3CCC(C)CC3)n2)c(C)c1Br (stereo not drawn)
-2%	2%	-11%	1%	0%	-1.0	1%	-2	O=C(CNC(=O)N1CC(=O)Nc2ccccc21)Nc1ccccc1
-2%	-4%	-5%	2%	3%	-2.6	0%	-11	O=C(Nc1nc(=S)ss1)c1c(F)cccc1F
-8%	4%	5%	-2%	-11%	0.9	0%	1	O=C(NC(=O)c1ccccc1)OCC1CCCN2CCCCC12 (stereo not drawn)
2%	-8%	-8%	-7%	2%	0.2	·	-2	CC(C)(C)C(=O)c1c(N)[nH]c(C(=O)c2ccccc2)c1-c1ccc(Cl)cc1Cl
17%	-5%	8%	-12%	4%	3.3	0%	4	Cc1ccc(S(=O)(=O)c2c(COC(=O)c3cccc(Cl)c3)c(-c3ccccc3)nn2C)cc1
-7%	-9%	-2%	-16%	-25%	3.9	0%	6	COc1ccc(CCNC(=O)c2cc3c(cc2Cl)N2CCCCCC2=NS3(=O)=O)cc1
-9%	-3%	18%	7%	-2%	-3.2	2%	-12	O=C(NC(=S)Nc1ccc(S(=O)(=O)Nc2nccs2)cc1)C1CC1
0%	-10%	0%	-9%	5%	2.8	0%	12	Nn1c(Cc2cccc3ccccc23)nnc1SCc1ccccc1
0%	-4%	-22%	-2%	0%	-1.8	-1%	-20	O=C(c1ccccc1)N1CC(COc2ccccc2)OC(c2ccco2)O1 (stereo not drawn)
6%	-2%	7%	1%	2%	-0.5	1%	·	O=c1c2ccccc2nc2n1CCCS2
-1%	-7%	3%	-11%[57.1 µM]	6%	-0.8	1%	-5	CCn1c(=O)c(C)nn2c3ccccc3nc12
8%	-8%	-6%	-1%	0%	-0.2	-8%	1	COc1ccc(N2CCN(C(=O)c3cc(-c4cccs4)nc4ccccc34)CC2)cc1
10%	-2%	10%	-8%	6%	0.1	0%	6	COc1cc(OC)cc(C(=O)NCC(=O)N2CC=C(c3ccccc3)CC2)c1
-1%	-6%	-11%	-3%	6%	-3.1	0%	3	CCOC(=O)N1CCN(C(=O)C2CCN(S(=O)(=O)c3c(C)cc(C)cc3C)CC2)CC1
1%	-4%	-1%	-3%	11%	-0.4	0%	-1	N#C/C(=C\Nc1ccc2c(c1)OCCO2)C(=O)NCc1ccco1
-9%	-12%	-4%	-3%	-2%	-2.5	-2%	-12	O=C(O)c1cccc(N/N=C/c2cccnc2)c1
9%	-13%	2%	-23%	3%	-1.5	1%	-20	CCOC(=O)N1CCN(Cc2nc(N)nc(Nc3ccc(Oc4ccccc4)cc3)n2)CC1
-1%	-11%	-11%	5%	1%	-2.1	-1%	-1	COc1cccc(C(=O)Nc2nnc(C(C)C)s2)c1

Single records (already shown). Values in the order: EPAC2 antag	PLK1 PBD block	EPAC1 antagonist	WRN inhibitor	EPAC1 agonist	CCT modulator	Mm-Cpn inhibitor	PI5P4Ka inh
O=c1c2ccccc2nc2n1CCCS2 is listed with 6%	-2%	7%	1%	2%	-0.5	1%	·
Cc1ccc(S(=O)(=O)c2c(COC(=O)c3cccc(Cl)c3)c(-c3ccccc3)nn2C)cc1 is listed with 17%	-5%	8%	-12%	4%	3.3	0%	4

Next section.
EPAC2 antag	PLK1 PBD block	EPAC1 antagonist	WRN inhibitor	EPAC1 agonist	CCT modulator	Mm-Cpn inhibitor	PI5P4Ka inh	canonical_smiles
9%	-8%	14%	4%	1%	1.6	-2%	·	CC/C(O)=C(/C#N)c1nnc2n1CCCCC2
?	-3%	-17%	-13%	8%	0.0	3%	5	Nc1cccc2c1C(=O)N(Cc1cccc(Cl)c1)C2=O
10%	-1%	6%	7%	-7%	-0.4	1%	2	CC(C)COc1ccc(C(=O)OCC(=O)NCCC2=CCCCC2)cc1
-5%	-11%	0%	-2%	5%	-4.5	1%	·	Cn1c(=O)c2c(nc(N3CCN(c4ccccn4)CC3)n2Cc2ccccc2Cl)n(C)c1=O
-9%	-9%	-20%	-8%	-3%	-2.1	1%	-16	N#CC1=C(N)Nc2nc3ccccc3n2C1c1ccc(F)cc1 (stereo not drawn)
18%	-11%	9%	-29%	-17%	1.8	1%	2	Cc1ccc(C(=O)OC(C(=O)Nc2ccc(Cl)cc2C(F)(F)F)c2ccccc2)cc1 (stereo not drawn)
